Tb PGK inh = qHTS Assay to Find Inhibitors of Phosphoglycerate Kinase. AID 602233, 2012. Phosphoglycerate kinase, glycosomal (Trypanosoma brucei brucei), P07378. 380,000 tested, 0.043% active. PGK/GAPDH coupled, Kinase-Glo luminescence, 60 min. Potency, µM (series often up to 57.5 µM), without a hit: top-dose activity change, negative = inhibition, usual class: inhibitors; further: on the % scale 0 is the no-effect control and ±100 the full control effect; nearly all actives have a fitted effect of over 60% in size
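Luminescent ATP detection (Kinase-Glo Plus) follows a 60-minute room-temperature incubation, with wells lacking PGK as controls. Buffer: 100 mM TEA (pH 7.6), 5 mM MgCl2, 0.01% Tween-20. Coupling enzyme GAPDH (100 nM final) supplies unstable 1,3-BPG in-well.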
HP1b binding inh = HTS for Inhibitors of HP1-beta Chromodomain Interactions with Methylated Histone Tails; Potency, µM (top dose mostly 114 µM), for the others: at the highest dose activity change, negative = inhibition, usual class: inhibitors; Chromobox protein homolog 1 (Homo sapiens), P83916; 390,000 tested, 0.56% active; AlphaScreen HP1-beta / biotin-H3K9me3 peptide binding; AID 540317, 2011; further: nearly all actives have a fitted effect of over 70% in size; inactives centre near 23
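AlphaScreen: HP1-beta (50 nM) preformed 30 min with biotin-H3(1-18)K9me3 peptide (50 nM) in PBS pH 7.4, 0.01% Tween-20. Compound added for 30 min at RT, then streptavidin donor/nickel chelate acceptor beads (10 ug/mL) for 30 min.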
Pol iota inh = qHTS for Inhibitors of Polymerase Iota. Pol iota fluorescent replication assay, 10 min. Potency, µM (highest dose often 115 µM), inactives show top-dose activity, negative = inhibition, actives largely listed as inhibitors. 390,000 tested, 1% active. AID 588590, 2011
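Fluorescent replication assay read twice, at 0 min and 10 min after adding 50 nM (final) substrate. Enzyme (10 nM) and compounds were first incubated 15 min at room temperature; enzyme-free buffer wells were negative controls.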
Pin1 inh = qHTS Assay to Find Inhibitors of Pin1; Pin1 FP peptide displacement, HiFluor488, 10 min; AID 504891, 2011; 390,000 tested, 0.009% active; Potency, µM (titrated, usually from 115 µM), for the others: top-dose activity, negative = inhibition, most hits filed as inhibitors; Peptidyl-prolyl cis-trans isomerase NIMA-interacting 1 (Homo sapiens), Q13526; active means well fitted inhibition curve with a large enough effect in the polarisation, with a control signal flat, not every such curve was filed as active; inconclusive means small, poorly fitted or top-dose-only effect, or effect the other way, or a change in a side signal; inactive means no such curve, though single readings can be large or run the other way; the % refers to the polarisation; further: on the % scale 0 is the no-effect control and ±100 the full control effect
GLS inh = qHTS for Inhibitors of Glutaminase (GLS); Potency, µM (doses to about 45.5 µM), inactives show at the highest dose activity change, negative = inhibition, actives largely listed as inhibitors; 410,000 tested, 0.21% active; GLS enzymatic activity, qHTS titration; further: on the % scale 0 is the no-effect control and ±100 the full control effect
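Coupled fluorescence readout: glutamate oxidase/HRP/Amplex Red detect glutamate formed by hKGA from L-glutamine (1 mM solution added). Buffer 45 mM KH2PO4 pH 8.2, 0.02% Tween-20; reads at t0 and 30 min RT.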
G9a block = qHTS Assay for Inhibitors of Histone Lysine Methyltransferase G9a. Histone-lysine N-methyltransferase EHMT2 (Homo sapiens), Q96KQ7. Potency, µM (doses to about 102 µM), for inactives: at the highest dose activity, negative = inhibition, hits mostly inhibitors. G9a H3K9 monomethylation, AlphaScreen, 2 h. 350,000 tested, 8.8% active. AID 504332, 2011; further: on the % scale 0 is the no-effect control and ±100 the full control effect; nearly all actives have a fitted effect of over 75% in size
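G9a (20 nM) preincubated 15 min RT with compounds, then 500 nM biotinylated H3K9 peptide and 20 uM SAM added; 2 h RT reaction. Monomethyl-H3K9 product detected by AlphaScreen with anti-H3K9me1 antibody, streptavidin donor and anti-rabbit IgG acceptor beads.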
BAZ2B block = qHTS Assay for Inhibitors of BAZ2B; Bromodomain adjacent to zinc finger domain protein 2B (Homo sapiens), Q9UIF8; AlphaScreen BAZ2B-H3K14Ac peptide displacement; Potency, µM (highest dose often 114 µM), for inactives: at the highest dose activity change, negative = inhibition, actives largely listed as inhibitors; 360,000 tested, 4.4% active; AID 504333, 2011; further: on the % scale 0 is the no-effect control and ±100 the full control effect; nearly all actives have a fitted effect of over 60% in size
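BAZ2B 50 nM plus b-H3(5-23)K14Ac 50 nM, PBS pH 7.4/0.01% Tween-20, 30 min RT; compound added (max 110 uM), 30 min RT; streptavidin donor/Ni-chelate acceptor beads 10 ug/mL final, 20 min dark; AlphaScreen read.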
BLM inh = qHTS Assay for Inhibitors of Bloom's syndrome helicase (BLM). RecQ-like DNA helicase BLM (Homo sapiens), P54132. recombinant BLM DNA unwinding, fluorescence dequenching. Potency, µM (series often up to 56.1 µM), without a hit: at the highest dose activity change, negative = inhibition, usual class: inhibitors. 350,000 tested, 0.2% active. AID 2528, 2010;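 further: plate controls were vehicle for no effect and no enzyme for full effect; nearly all actives have a fitted effect of over 35% in size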
JMJD2A Tudor = qHTS Assay for Inhibitors of JMJD2A-Tudor Domain | 390,000 tested, 4.4% active | AID 504339, 2011 | AlphaScreen JMJD2A-Tudor / H3K4me3 peptide binding | Lysine-specific demethylase 4A (Homo sapiens), O75164 | Potency, µM (doses to about 114 µM), for inactives: at the top dose activity change, negative = inhibition, most hits filed as inhibitors; further: on the % scale 0 is the no-effect control and ±100 the full control effect; nearly all actives have a fitted effect of over 50% in size
Target sequence (O75164 whole entry, looked up, the tested form may be a part): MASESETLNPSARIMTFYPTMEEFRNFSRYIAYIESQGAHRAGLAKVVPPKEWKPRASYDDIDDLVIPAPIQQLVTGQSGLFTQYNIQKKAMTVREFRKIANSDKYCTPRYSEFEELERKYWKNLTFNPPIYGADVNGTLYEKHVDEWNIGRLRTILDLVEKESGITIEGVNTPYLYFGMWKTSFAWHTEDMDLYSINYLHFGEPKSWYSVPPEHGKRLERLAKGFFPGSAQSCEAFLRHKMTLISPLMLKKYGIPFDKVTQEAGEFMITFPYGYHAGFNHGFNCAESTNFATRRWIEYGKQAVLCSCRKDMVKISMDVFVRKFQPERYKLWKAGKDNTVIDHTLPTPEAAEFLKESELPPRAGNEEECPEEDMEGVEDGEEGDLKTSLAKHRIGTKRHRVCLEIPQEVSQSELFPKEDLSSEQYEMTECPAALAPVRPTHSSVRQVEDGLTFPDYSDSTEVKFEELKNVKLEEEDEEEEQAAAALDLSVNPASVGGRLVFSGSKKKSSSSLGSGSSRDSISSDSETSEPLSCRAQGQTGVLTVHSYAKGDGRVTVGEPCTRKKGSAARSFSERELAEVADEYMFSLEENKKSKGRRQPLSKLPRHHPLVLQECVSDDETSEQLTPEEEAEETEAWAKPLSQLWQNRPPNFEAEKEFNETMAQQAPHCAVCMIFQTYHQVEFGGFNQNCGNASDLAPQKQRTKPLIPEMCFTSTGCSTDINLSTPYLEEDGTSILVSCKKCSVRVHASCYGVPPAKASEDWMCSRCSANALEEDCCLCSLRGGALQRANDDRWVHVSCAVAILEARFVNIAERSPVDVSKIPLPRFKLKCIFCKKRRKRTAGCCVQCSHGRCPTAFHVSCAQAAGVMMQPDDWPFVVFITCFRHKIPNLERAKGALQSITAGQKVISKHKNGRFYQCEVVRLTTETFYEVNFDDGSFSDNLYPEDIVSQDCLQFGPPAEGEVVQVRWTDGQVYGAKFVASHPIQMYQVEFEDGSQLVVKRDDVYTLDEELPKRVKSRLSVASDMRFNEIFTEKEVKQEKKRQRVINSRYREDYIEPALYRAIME
* marks the source's active call; other numbers are inactive results; i = inactive; ? = inconclusive; . = no result given; & = joins results of further samples; [ ] = remark or other dose. Unless noted, the call rests on the fitted dose curve; in most records, active means well fitted curve in the direction sought with a large enough effect; inconclusive means small, poorly fitted or top-dose-only effect, or another doubt; inactive means no such curve, though single readings can be large; an effect the other way counts as inactive or inconclusive. Potency means the concentration at half of the fitted maximal effect. Some of the compounds tested; rates above refer to the full screens.

#	smiles	Tb PGK inh	GLS inh	HP1b binding inh	BAZ2B block	Pol iota inh	G9a block	Pin1 inh	BLM inh	JMJD2A Tudor
1	CCc1[nH]nc(C(=O)N/N=C/c2ccncc2)c1C	-3.4%	3.1%	28.6%	-15.3%	10.6%	-8.2%	-5.7%	-0.4%	-3.9%
2	CN1CCN(CC#CCC(O)(c2ccccc2)c2ccccc2)CC1	-8.6%	-12.2%	14.8%	-22.2%	39.0%[activator]	70.8µM*	-2.5%	-1.4%	-11.1%
3	CC(OCCN(C)C)C(=O)C12CC3CC(CC(C3)C1)C2 (stereo unspecified)	-2.1%	2.9%	21.9%	-3.7%	-0.3%	-8.8%	-17.3%	2.0%	-1.0%
4	CN1C(=O)C(/C(N)=N/NC(=O)c2ccccc2)C2CC1(C)Oc1ccccc12 (stereo unspecified)	-0.1%	10.0%	25.5%	-9.0%	8.2%	?	-1.4%	-1.3%	-10.7%
5	O=C(Nc1c2ccccc2nc2ccccc12)C(Cl)(Cl)Cl	-6.5%	1.2%	46.9%[activator]	10.5%	26.1%	44.7µM*	-1.9%	-8.6%	12.9%
6	Cc1ccccc1NS(=O)(=O)c1ccc(C(=O)N2CCN(c3ccccn3)CC2)cc1	-11.0%	-16.3%	27.0%	-18.0%	20.1%	2.4%	-5.6%	-3.5%	-17.2%
7	CN(C)S(=O)(=O)c1ccc2[nH]cc(/C=C/c3nc4ccccc4c(=O)n3-c3ccccc3)c2c1	3.7%	17.3%	13.3%	1.9%	-6.5%	.	?	-3.9%	-5.1%
8	Cc1ccc(C2C3=C(CC(C)(C)CC3=O)N(CCN3CCOCC3)C3=C2C(=O)CC(C)(C)C3)cc1	-8.7%	7.2%	22.8%	15.2%	2.8%	2.0%[2.33 µM]	7.2%	-1.0%	-3.5%
9	O=C(O)c1cccc(COc2ccc(CO)cc2Cl)c1	.	0.4%	26.2%	-3.7%&-0.7%	7.0%	-0.2%[59 µM]	-8.0%	1.1%	0.0%
10	CN(C)CCN1C(=O)C(=O)/C(=C(/O)c2ccc(S(=O)(=O)N3CCOCC3)cc2)C1c1ccc(F)cc1 (stereo unspecified)	2.9%	3.6%	44.1%[activator]	-8.7%	25.5%	51.8%[activator]	-5.0%	-5.8%	-6.9%
11	CC(=O)c1c(C)[nH]c(C(=O)Nc2nc(-c3ccc(Cl)cc3)cs2)c1C	i	-0.6%	0.6%	6.1%	-10.0%	?	-9.5%	-0.9%	-26.4%
12	Cc1ccc(CNCC2CCCO2)s1 (stereo unspecified)	-8.5%	7.0%	37.3%[activator]	-0.6%	9.6%	?	-7.4%	3.5%	-5.5%
13	CC(C)CC(=O)Nc1nc2nc(-c3ccccc3)cc(=O)n2[nH]1	7.0%	5.0%	26.2%	50.1µM*	20.4%	?	4.6%	1.8%	?
14	Cc1cccc(-c2nc3nc(C)cc(N4CCN(c5ccccc5)CC4)n3n2)c1	-5.0%	-11.8%	5.5%	-1.3%	3.9%	-4.8%[59 µM]	2.3%	0.5%	-15.1%
15	Cc1ccsc1/C=N/n1c(COc2ccccc2)n[nH]c1=S	0.0%	5.0%	-15.5%	10.2%	3.8%	0.891µM*	-0.1%	-9.8%	?
16	COc1ccc(-c2nnc(SCC(=O)N(C)C3CCCCC3)o2)cc1OC	-2.8%	-5.7%	42.8%[activator]	-1.5%	6.1%	-30.4%[59 µM]	54.1%[activator]	-2.1%	-8.3%
17	C/C(=C\C(=O)c1cccnc1)Nc1ccc(C)c(C)c1	-3.1%	31.8%[activator]	-20.0%	50.1µM*	7.1%	?	1.3%	-2.6%	?
18	CCC(=O)c1ccc(N2CCN(C(=O)COc3ccccc3F)CC2)c(F)c1	8.1%	?	22.7%	-13.6%	19.2%	-7.3%[12.7 µM]	0.9%	-3.8%	4.9%
19	CC1(C)NC(=O)N(CCOc2ccc([N+](=O)[O-])cc2)C1=O	-5.1%	-10.2%	15.5%	-8.6%	-7.1%	-8.8%	6.5%	-3.6%	-2.9%
20	O=C(Nc1ccc(Cl)cc1)Nc1ccc2c(c1)OCO2	-0.7%	6.9%	19.4%	-11.9%	10.8%	17.6%	-3.0%	0.1%	-12.1%
21	CCOc1ccc(CCNC(=O)CCS(=O)(=O)c2ccc(Br)cc2)cc1OCC	i	-6.4%	31.7%	-12.7%	6.0%	-12.1%	-3.2%	-0.9%	-11.4%
22	[O-]/[N+](=C\c1ccc(F)cc1)c1ccccc1	-1.1%[11.5 µM]	-2.4%	4.0%	3.5%	-16.6%	7.94µM*	-4.4%	1.1%	-1.2%
23	CCCC(=O)n1nc(-c2cccnc2)nc1NCc1cccs1	-1.9%	0.3%	47.7%[activator]	4.6%	100.8%[activator]	-20.8%	6.5%	2.6%	19.2%
24	Cc1ccc(-c2cn(S(=O)(=O)c3cccc([N+](=O)[O-])c3)nc2N)cc1	i	4.1%	18.3%	2.9%	109.8%[activator]	.	-1.9%	-3.4%	-23.3%[11.4 µM]
25	COc1ccc(S(=O)(=O)/C(C#N)=C/Nc2cccc(F)c2)cc1	-8.9%	1.8%	19.3%	0.7%	33.4%	25.5%	-6.0%	-5.9%	-7.4%
26	COc1cc(OC)c(NC(=O)N2CCc3cc(OC)c(OC)cc3C2CC(=O)O)cc1Cl (stereo unspecified)	-0.7%	-9.2%	11.5%	-25.7%	-10.3%	-14.7%[12.7 µM]	-6.9%	-0.3%	-5.3%
27	O=CNn1cnc2c(oc3nc(-c4ccccc4)cc(-c4ccco4)c32)c1=O	-2.2%	0.0%	?	-37.4%	69.2%[activator]	50.1µM*	5.9%	-0.6%	?
28	COc1ccc(COC(=O)c2c(C)nn(-c3ccccc3)c2Cl)cc1	-2.0%	-1.6%	180.4%[activator]	84.2%[activator]	-3.6%	185.5%[activator]	7.4%	-7.8%	140.7%[activator]
29	CN(C(=O)c1ccc2c(c1)CCN2S(C)(=O)=O)c1ccccc1	-8.6%	-1.0%	33.0%	-5.0%	45.2%[activator]	19.2%	-0.3%	-0.7%	0.0%
30	COC(=O)c1ccc(-n2c(C)cc(C(=O)CSc3ccc(NC(C)=O)cc3)c2C)cc1	14.4%	15.9%	-24.1%	?	-0.9%	?	3.9%	-10.5%	?
31	COc1cccc(NC(=O)C2Cc3ccccc3CN2C(=O)c2ccco2)c1 (stereo unspecified)	i	-2.5%	-14.0%	-13.5%	?	35.5µM*	7.7%	-8.2%	-27.4%
32	CC1CCc2nc(NC(=O)c3ccc(N4C(=O)CCC4=O)cc3)sc2C1 (stereo unspecified)	-2.0%	31.0%	10.6%	-8.9%	22.4%	-2.0%[12.7 µM]	-5.4%	-4.8%	-11.7%
33	CCC1CCCCN1C(=O)COc1c(Br)cc(Br)c2cccnc12 (stereo unspecified)	-6.7%	-0.8%	15.3%	-32.8%	122.9%[activator]	1.7%	-0.6%	-4.5%	-18.8%
34	O=C(NNC(=O)C12CC3CC(CC(O)(C3)C1)C2)c1csc(N2CCOCC2)n1	i	9.2%	23.5%	-17.8%	16.3%	50.8%	22.0%	-12.0%	-5.1%
35	CC(=O)N1CCc2cc(CNC(=O)Cc3ccc(F)cc3)ccc21	-1.7%	-2.1%	5.8%	-10.8%	?	10.4%[59 µM]	0.7%	1.5%	-22.7%
36	Nc1ccn(C2CCCO2)c(=O)n1 (stereo unspecified)	-4.4%	-0.3%	26.5%	.	-8.9%	.	10.1%	.	-6.9%
37	O=C(OCC(=O)N1CCN(c2ccccc2)CC1)c1cccc(Cl)c1	-1.4%	23.6%	0.5%	9.8%	43.7%[activator]	-5.7%[59 µM]	2.0%	3.3%	-15.1%
38	Cc1nn(-c2ccc(F)cc2)c(-n2cccc2)c1C(=O)NCCCN1CCN(c2ccccc2F)CC1	-4.1%	2.4%	13.3%	?	25.6%	-37.8%[59 µM]	4.3%	0.7%	-31.0%
39	CC(=O)Nc1cc(C(=O)N2CCc3ccccc3C2)ccc1Sc1ccc(F)cc1	-4.3%	-0.8%	16.7%	0.6%	-6.8%	20.6%[59 µM]	-3.1%	-4.5%	-23.5%
40	CCCS(=O)(=O)N1CCCC(C(=O)N2CCN(c3ccccn3)CC2)C1 (stereo unspecified)	-1.9%	-2.2%	61.6%[activator]	4.3%	2.2%	50.4%[12.7 µM]	-3.1%	0.4%	4.1%
41	NC(=O)c1cc([N+](=O)[O-])ccc1NCCc1ccccc1	-1.3%	1.7%	3.5%	-32.7%	28.1%	10.5%	2.5%	-1.6%	-19.9%
42	Cc1cc(NC(=O)CCC2CCCCC2)no1	-0.3%	-3.0%	58.1%[activator]	5.4%	3.3%	-2.3%[59 µM]	-2.6%	-11.0%	5.6%

Structures listed so far marked active in BAZ2B block:
#	smiles	Tb PGK inh	GLS inh	HP1b binding inh	BAZ2B block	Pol iota inh	G9a block	Pin1 inh	BLM inh	JMJD2A Tudor
13	CC(C)CC(=O)Nc1nc2nc(-c3ccccc3)cc(=O)n2[nH]1	7.0%	5.0%	26.2%	50.1µM*	20.4%	?	4.6%	1.8%	?
17	C/C(=C\C(=O)c1cccnc1)Nc1ccc(C)c(C)c1	-3.1%	31.8%[activator]	-20.0%	50.1µM*	7.1%	?	1.3%	-2.6%	?

Screening results: PubChem, National Center for Advancing Translational Sciences (NCATS)
